# V1aR counter: V1a receptor agonism, counter-screen for OXTR agonists; P37288; CHO-V1R cells, Fluo-8 calcium fluorescence, agonist mode; 0% DMSO, 100% 3 nM vasopressin; activation, % at 3 µM; 320,000 tested, 0.25% active;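 active = activation above the mean activation of all tested compounds plus 3 SD, per screening run, cut at about 20% in these data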;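 also: signal is peak over basal fluorescence ratio across a 100 second FLIPR read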
# OXTR potentiator: human OXTR potentiation; CHO-OTR cells, Fluo-8 calcium fluorescence, potentiator mode; 0% = oxytocin EC15, 100% = EC100; activation, % at 3 µM; 320,000 tested, 0.061% active; P30559;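 active = activation above that plate's cutoff, the mean activation of tested compounds plus 3 SD, cut at about 6.6% in these data, passing the limit was not always enough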;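 also: 100% uses oxytocin at 75 nM as the full agonist control; some results filed as inactive read as strong as hits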
# Target sequence (P30559 whole entry, looked up): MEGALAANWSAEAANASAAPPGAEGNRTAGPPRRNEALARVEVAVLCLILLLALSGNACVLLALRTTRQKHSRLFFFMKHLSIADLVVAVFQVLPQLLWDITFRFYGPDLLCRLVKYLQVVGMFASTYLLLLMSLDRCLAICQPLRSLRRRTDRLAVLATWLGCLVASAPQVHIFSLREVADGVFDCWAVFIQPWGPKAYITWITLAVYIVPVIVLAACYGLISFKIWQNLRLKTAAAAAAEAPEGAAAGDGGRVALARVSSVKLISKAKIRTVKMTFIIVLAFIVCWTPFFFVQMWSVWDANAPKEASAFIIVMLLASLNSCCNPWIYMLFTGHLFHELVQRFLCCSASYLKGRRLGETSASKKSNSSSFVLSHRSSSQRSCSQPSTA
#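 System: human OTR in CHO cells / Also added: sub-maximal oxytocin, roughly EC15 / Control set: EC15 oxytocin low, 75 nM oxytocin high / Schedule: 6 min compound pre-incubation at room temperature, 100 s kinetic read / Compound: single-point 3.0 µM / Replication: singlicate / Technique: Fluo-8 calcium dye fluorescence / Read-out basis: % activation of max/min ratio relative to oxytocin controls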
# TAAR1 agonist: human TAAR1 agonism. Q96RJ0. CHO RD-HGA16 TAAR1, Fluo-8 calcium fluorescence; vehicle wells 0%, saturating PEA agonist 100%. activation, % at 3 µM. 360,000 tested, 0.99% active. AID 624467;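 active = activation above the mean activation of all test compounds in the run plus 3 SD, cut at about 38% in these data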
# Target sequence (Q96RJ0 whole entry, looked up): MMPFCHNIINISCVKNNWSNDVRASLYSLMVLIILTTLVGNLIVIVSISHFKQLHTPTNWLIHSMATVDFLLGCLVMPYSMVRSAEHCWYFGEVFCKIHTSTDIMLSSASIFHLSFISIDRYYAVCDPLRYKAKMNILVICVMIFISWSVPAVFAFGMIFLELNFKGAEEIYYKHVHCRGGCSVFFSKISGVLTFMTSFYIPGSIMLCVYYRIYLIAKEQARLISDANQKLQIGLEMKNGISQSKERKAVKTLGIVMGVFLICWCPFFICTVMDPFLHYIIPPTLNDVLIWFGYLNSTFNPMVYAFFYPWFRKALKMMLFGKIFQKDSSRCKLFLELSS
#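 Assay system: CHO-derived RD-HGA16 cells with stable Gα16 and human TAAR1; timing: 17-24 h seeding, 75 min 37 °C dye, 30 min RT; read-out: % activation from peak over basal fluorescence ratio, DMSO-to-PEA scaled; measured by: kinetic Fluo-8 calcium fluorescence; benchmarks: low control DMSO, high control PEA (EC100); doses: 3 µM single concentration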
# M1 PAM: positive allosteric modulators of human M1 muscarinic receptor | P11229 | CHO-K1 hM1, Fluo-8 calcium fluorescence, ACh EC20; 0% = ACh EC20, 100% = maximal ACh | activation, % at 3 µM | 360,000 tested, 0.088% active; in the data active = activation above about 19%, passing the limit was not always enough
# CHRM1 antagonist: human CHRM1 antagonism. 360,000 tested, 1.3% active. inhibition, % at 3 µM. P11229. CHO-K1 hM1, Fluo-8 calcium fluorescence, ACh EC80 antagonist;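 active = percent inhibition above its own plate's cutoff, namely the mean of that plate's compound wells plus 3 SD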;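 also: peak over basal fluorescence ratio during 140 s after agonist addition; 0% = ACh EC80 plus DMSO and 100% = DMSO alone without agonist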
# M1 ag: human M1 muscarinic receptor agonism. activation, % at 3 µM. 360,000 tested, 0.33% active. P11229. CHO-K1 hM1, Fluo-8 calcium fluorescence, agonist mode; 0% DMSO, 100% acetylcholine EC100. AID 588814;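 active = activation above the run's mean compound activation plus 3 SD, cut at about 16% in these data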;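 also: peak over basal fluorescence ratio within a 140 s kinetic read after compound addition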
# TAAR1 antag: antagonists of human TAAR1; Q96RJ0; CHO RD-HGA16 TAAR1, Fluo-8 calcium fluorescence, antagonist; inhibition, % at 3 µM; 360,000 tested, 1.5% active;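 active = inhibition above a per-plate cutoff, the mean inhibition of test compounds on that plate plus 3 SD, cut at about 49% in these data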;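 also: 0% = DMSO plus EC80 beta-PEA response and 100% = DMSO alone without agonist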
#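 Assay system: CHO-derived RD-HGA16 cells stably expressing human TAAR1 plus Gα16. Timing: 140 s kinetic read after compound, 140 s after agonist. Technique: kinetic Fluo-8 calcium fluorescence measurement. Measure: % inhibition of agonist calcium response.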
# OXTR agonist: agonists of human oxytocin receptor; P30559; CHO-OTR cells, Fluo-8 calcium fluorescence; normalized: DMSO 0%, oxytocin 100%; activation, % at 3 µM; 320,000 tested, 0.32% active; AID 2435;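 active = activation above the mean of all tested compounds plus 3 SD, cutoff set per screening run, cut at about 20% in these data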;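 also: peak over basal fluorescence ratio from a 100 s FLIPR kinetic read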
# CHO parental Ca: counter-screen: ATP calcium response change in parental CHO cells | parental CHO-K1, ATP-induced calcium, Fluo-8 fluorescence | inhibition, % at 5.6 µM | 330,000 tested, 0.63% active | AID 463079;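 active = inhibition above that plate's mean sample inhibition plus 3 SD, cut at about 26% in these data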;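 also: 0% = ATP-challenged DMSO wells and 100% = DMSO wells without ATP; some compounds past the cut are filed as inactive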
#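 Test system: parental CHO cells; detection: calcium-sensitive Fluo-8 fluorescence; evaluation: percent inhibition of calcium signal; also added: ATP as calcium-mobilizing challenge; repeats: one well per compound; control set: ATP-challenged DMSO wells low, unchallenged DMSO wells high; compound: single nominal dose of 5.6 µM per compound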
# * = called active by the depositor; / = no result given.
# Start of the listing, in advance (nine entries):
no. | molecule | V1aR counter | OXTR potentiator | TAAR1 agonist | M1 PAM | CHRM1 antagonist | M1 ag | TAAR1 antag | OXTR agonist | CHO parental Ca
1 | O=C(CCCCCN1C(=O)[C@@H]2Cc3ccccc3CN2C1=O)Nc1ccccc1F | 7.3 | -13.9 | 3.8 | 0.2 | -9.4 | 1.3 | 13.5 | 4.7 | -30.1
2 | Cc1nn(-c2ccccc2)c2c1C(c1ccc(O)c(O)c1)N1C(=N2)C(Nc2ccccc2)=Nc2ccccc21 (stereo not drawn) | 0.7 | -14.2 | -0.3 | 4.0 | -2.1 | -1.2 | -10.2 | 1.0 | 3.9
3 | O=C(CNC(=S)N(Cc1ccccc1F)C1CCCCC1)NCCCN1CCOCC1 | 0.2 | 6.2 | 2.2 | 4.7 | -2.9 | -7.4 | -4.4 | 0.2 | -16.2
4 | CCn1c2c(c3cc(Cl)ccc31)CCCC2=O | -1.1 | -7.1 | -1.1 | 8.1 | -11.1 | -2.4 | -29.4 | -1.7 | -16.1
5 | CCC(C)C(=O)Nc1cc(OC)c(OC)cc1C(=O)O (stereo not drawn) | 0.4 | -7.8 | 10.0 | 2.6 | -4.1 | -1.5 | -19.5 | -0.6 | -3.6
6 | COCc1cc(C)nc2sc(C(=O)OC(C)C)c(N)c12 | -1.5 | -6.6 | 2.0 | 2.6 | -34.1 | -3.5 | 8.2 | -2.5 | -13.4
7 | Cc1cc(NS(=O)(=O)c2ccc(NC(=O)C(C)Oc3ccc(Cl)cc3)cc2)no1 (stereo not drawn) | 0.9 | -9.2 | 7.9 | 2.6 | -0.2 | -6.4 | 2.2 | 0.8 | 4.6
8 | CC1(C)CC(=O)C=C(c2cccs2)C1 | -0.1 | -2.5 | 20.7 | 7.0 | -4.1 | -7.3 | -6.9 | -0.8 | -3.9
9 | CC1=CC(C)(C)[N+](C)(C)c2ccccc21 | 0.7 | -11.2 | 1.7 | 5.9 | -13.4 | -7.8 | 30.4 | -0.5 | 0.2

# All compounds of this part, from the start:
no. | molecule | V1aR counter | OXTR potentiator | TAAR1 agonist | M1 PAM | CHRM1 antagonist | M1 ag | TAAR1 antag | OXTR agonist | CHO parental Ca
1 | O=C(CCCCCN1C(=O)[C@@H]2Cc3ccccc3CN2C1=O)Nc1ccccc1F | 7.3 | -13.9 | 3.8 | 0.2 | -9.4 | 1.3 | 13.5 | 4.7 | -30.1
2 | Cc1nn(-c2ccccc2)c2c1C(c1ccc(O)c(O)c1)N1C(=N2)C(Nc2ccccc2)=Nc2ccccc21 (stereo not drawn) | 0.7 | -14.2 | -0.3 | 4.0 | -2.1 | -1.2 | -10.2 | 1.0 | 3.9
3 | O=C(CNC(=S)N(Cc1ccccc1F)C1CCCCC1)NCCCN1CCOCC1 | 0.2 | 6.2 | 2.2 | 4.7 | -2.9 | -7.4 | -4.4 | 0.2 | -16.2
4 | CCn1c2c(c3cc(Cl)ccc31)CCCC2=O | -1.1 | -7.1 | -1.1 | 8.1 | -11.1 | -2.4 | -29.4 | -1.7 | -16.1
5 | CCC(C)C(=O)Nc1cc(OC)c(OC)cc1C(=O)O (stereo not drawn) | 0.4 | -7.8 | 10.0 | 2.6 | -4.1 | -1.5 | -19.5 | -0.6 | -3.6
6 | COCc1cc(C)nc2sc(C(=O)OC(C)C)c(N)c12 | -1.5 | -6.6 | 2.0 | 2.6 | -34.1 | -3.5 | 8.2 | -2.5 | -13.4
7 | Cc1cc(NS(=O)(=O)c2ccc(NC(=O)C(C)Oc3ccc(Cl)cc3)cc2)no1 (stereo not drawn) | 0.9 | -9.2 | 7.9 | 2.6 | -0.2 | -6.4 | 2.2 | 0.8 | 4.6
8 | CC1(C)CC(=O)C=C(c2cccs2)C1 | -0.1 | -2.5 | 20.7 | 7.0 | -4.1 | -7.3 | -6.9 | -0.8 | -3.9
9 | CC1=CC(C)(C)[N+](C)(C)c2ccccc21 | 0.7 | -11.2 | 1.7 | 5.9 | -13.4 | -7.8 | 30.4 | -0.5 | 0.2
10 | Cc1ccc(/C=C2/Sc3ccccc3N(CC(=O)NCCCOC(C)C)C2=O)cc1 | 0.8 | -11.2 | 3.3 | -0.5 | 1.9 | -4.8 | 39.5 | -1.4 | -19.7
11 | O=C1c2ccccc2C(=O)N1CCOc1ccccc1 | -0.6 | -9.3 | 12.2 | 6.5 | -17.7 | -3.9 | -2.2 | -1.2 | -8.3
12 | COc1ccc(Nc2cc(C)nc3c(C)cccc23)cc1OC | 0.5 | -10.4 | 1.5 | 12.2 | 1.4 | -2.2 | -11.6 | -1.4 | -20.7
13 | Cc1onc(-c2c(Cl)cccc2Cl)c1C(=O)Nn1cnnc1 | 0.5 | -7.3 | 2.3 | -0.1 | -10.0 | -4.5 | -2.2 | -0.4 | -10.7
14 | CCn1c(NC(=O)C(C)C)c(-c2cccs2)c(=O)c2ccccc21 | -0.4 | 1.9 | 0.1 | 8.0 | -9.6 | -2.9 | -12.3 | 1.2 | -6.5
15 | CCOC(=O)C1CCN(C(=O)COC(=O)COc2ccc(Cl)cc2)CC1 | 0.2 | 1.5 | 3.0 | 2.8 | -2.2 | -1.6 | -6.6 | 0.7 | -9.3
16 | Cc1ccc(C)c(-n2cc(CNCCc3cnccn3)c(-c3ccccc3)n2)c1 | -0.9 | -3.8 | 1.4 | 6.8 | -3.8 | -4.0 | -9.6 | -0.5 | -17.6
17 | COc1ccc(C(C)=O)cc1Cn1nnc(-c2ccccc2Br)n1 | 0.6 | 2.8 | 5.1 | 2.6 | -2.1 | -4.7 | -6.4 | 1.9 | -4.8
18 | Cc1cc2nc(-c3cccc(NC(=O)c4ccc(Br)o4)c3)oc2cc1C | -0.3 | -8.3 | 8.9 | 4.5 | -4.9 | -1.9 | 37.8 | 0.5 | -3.7
19 | Cc1cccc2cc(C(c3nnnn3Cc3ccccc3)N3CCN(C)CC3)c(=O)[nH]c12 (stereo not drawn) | 0.2 | -1.9 | / | 4.5 | -8.4 | -6.0 | / | 1.6 | -29.2
20 | COc1ccc(-n2c(=S)[nH]c3[nH]ncc3c2=O)cc1 | 0.8 | -10.3 | 1.7 | 11.5 | -18.9 | -2.5 | -12.1 | 0.1 | -7.3
21 | CCN(CC(=O)Nc1c(F)cccc1F)C(=O)Cc1csc(-c2ccc(OC)c(OC)c2)n1 | -0.8 | -2.0 | 0.2 | 7.9 | -8.8 | -3.8 | -3.3 | -0.9 | -8.6
22 | O=C(NCc1ccco1)C(c1ccco1)N(Cc1cccs1)C(=O)Cn1nnc2ccccc21 (stereo not drawn) | 1.7 | -17.1 | 6.4 | 3.3 | -13.6 | -0.3 | 8.7 | -1.6 | -17.6
23 | Cc1cccc2cc(C(c3nnnn3Cc3ccc4c(c3)OCO4)N3CCCC3)c(=O)[nH]c12 (stereo not drawn) | 0.5 | -16.5 | 9.1 | 5.1 | -38.9 | -5.5 | -7.9 | -1.2 | -25.7
24 | C[C@H](NC(=O)OC(C)(C)C)C(=O)NCC1CCC(C(=O)O)CC1 (stereo partly drawn) | 0.7 | -10.4 | -0.2 | 9.9 | -14.6 | 0.7 | 1.2 | -0.2 | 6.9
25 | Cc1c(NC(=O)CN2C(=O)NC3(CCCCC3)C2=O)c(=O)n(-c2ccccc2)n1C | 0.6 | -1.7 | 0.9 | 5.3 | 2.7 | -0.8 | -15.4 | 0.4 | -3.0
26 | O=c1cc(-c2c(O)c3ccccc3n(Cc3ccccc3)c2=O)[nH][nH]1 | 10.6 | -2.3 | 0.1 | 5.5 | -3.3 | -5.3 | -8.5 | -0.1 | -13.9
